Screening data (PubChem BioAssay)
Pf apPOL inh: Pf-apPOL DNA polymerase inhibition; Recombinant Pf-apPOL, molecular beacon fluorescence, 1.5 h; inhibition, % at 10 µM; 0.25% of 210,000 active; AID 1794808
mHTT-CaM PPI inh: inhibitors of human mutant huntingtin-calmodulin interaction; AlphaScreen His-mHTT/GST-CaM binding, luminescence; AID 1671202; P42858; inhibition, % at 15 µM; 3.6% of 190,000 active;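 note: 0% = both proteins with DMSO and 100% = one protein alone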
An asterisk follows results filed as active; . = no result given; & = joins results of further samples. Cut-off read from the data, not from the text of the source: active = inhibition above about 50%; inactive = the rest. Not all compounds are listed (hit frequency here may not be typical).

SMILES	Pf apPOL inh	mHTT-CaM PPI inh
Cn1c(C2CCN(C(=O)Nc3ccc(Cl)cc3)CC2)cc(=O)n2nccc12	-2	3
CCC1CN(C(=O)Nc2cccc(OC)c2)c2cc(C)ccc2O1 (centres undefined)	-2	-1
O=C(Nc1ccc(Cc2ccncc2)cc1)c1cccc([N+](=O)[O-])c1	-2	10
CC(=O)OCCc1ccc(N2C(=O)c3ccccc3C2=O)cc1	5	-9
Cc1ccc(OCC(=O)Nc2ccc3oc(-c4cccnc4)nc3c2)c(C)c1	-1&-3	5&3
O=C1C(=O)N(c2ccccc2)C(c2ccccc2[N+](=O)[O-])C1=C(O)c1ccccc1 (centres undefined)	-6	24
Cc1ccc(-n2nnc(C(=O)N3CCSCC3)c2-c2cccnc2)cc1	2	-2
O=C(NCc1ccc(F)cc1Cl)C1CCN(c2cc(N3CCOCC3)ncn2)CC1	-6	2
O=C(c1ccc([N+](=O)[O-])cc1)N1CCN(c2ccccc2)CC1	-1	2
Cc1csc(NC(=O)c2ccccc2I)n1	-3	-6
Cn1c(=O)c2c(ncn2CC(=O)N2CCN(Cc3ccccc3)CC2)n(C)c1=O	0	0
COC(=O)C(C)Nc1n[nH]c(=O)[nH]c1=O (centres undefined)	.	-5
Cc1ccc(SC2=C(N3CCOCC3)C(=O)N(c3cc(C)cc(C)c3)C2=O)cc1	3	-52
CC(C)(C)Nc1nc(Cl)nc(Nc2ccc(F)cc2)n1	-1	-7
CCOc1ccccc1C(=O)N1CCC(Nc2cccnc2)C1 (centres undefined)	0	-3
CCOc1ccc(Sc2cc(C(=O)NC3CC3)c3ccccc3n2)cc1	-19	-3
Cc1ccc(Cl)cc1N1C(=O)CC(Sc2ncccn2)C1=O (centres undefined)	-3	4
COc1ccc(N2CC(c3nnc(NC(=O)c4ccc(C(C)(C)C)cc4)o3)CC2=O)cc1 (centres undefined)	-3	8
COc1ccc(C2CC(=O)C3=C(C2)Nc2ccccc2NC3c2ccccn2)cc1 (centres undefined)	-1	10
COc1ccc(-c2cc(C(=O)N3CCN(c4ccccc4OC)CC3)c3ccccc3n2)cc1	-3	38
CN1/C(=C/c2cccc[n+]2C)C=Cc2ccccc21	-3	17
Cc1nn(-c2ccccc2)c2sc(C(=O)Nc3ccc(I)cc3)cc12	1	-5
COc1cc(Br)cc2cc(C(=O)N3CCCCC3C)c(=O)oc12 (centres undefined)	-4	0
CCCC(=O)Nc1ccc(NC(=O)c2cccc([N+](=O)[O-])c2)cc1	9	8
N=C1S/C(=C\c2ccc(-c3ccc(F)c(Cl)c3)o2)C(=O)N1c1nccs1	1	15
Nc1cccc(-c2nc3ccccc3[nH]2)c1	-15&-1	-8&11
CCN1c2ccc(C)cc2C(=O)NC12CCN(C(=O)c1ccc(OC)c(OC)c1)CC2	-4	10
COc1nsc(SC)c1C(N)=O	.	-7
CC(C)(C)C(=O)N1CCC(CCOCc2ccc(F)cc2)CC1	-5	-9
CCOC(=O)N1CCc2nn(CC(=O)N3CCN(c4ccccc4F)CC3)c(=O)cc2C1	-1	11
COc1ccc(O)c(-c2cnc(=S)[nH]c2-c2cc(OC)ccc2OC)c1	.	30
Cc1cccc(C2CCCN2C(=O)Cc2cccc(F)c2)c1 (centres undefined)	1	3
NC(=O)CSc1ncc(-c2ccc(Cl)cc2)[nH]1	0	8
O=C(c1ccc(Br)cc1)n1cc([N+](=O)[O-])cn1	29	-6
CN(C)c1ccc(-n2nnnc2SCC(=O)c2cc3ccccc3o2)cc1	5	.
CCCCOc1ccc(N2C(=O)CC(Nc3ccc(OC)cc3)C2=O)cc1 (centres undefined)	-1	1
CCOC(=O)N1CCN(C2CC(=O)N(CCc3ccc(OC)c(OC)c3)C2=O)CC1 (centres undefined)	0	-1
FC(F)Oc1cccc2cccnc12	.	-2
O=C(Nc1cccc(F)c1)/C(=C\c1cccc([N+](=O)[O-])c1)NC(=O)c1ccccc1Cl	-3	6
O=c1[nH]oc(O)c1-c1ccccc1	12	.
COc1cc(NC(=O)CCN2CC(C)CC(C)C2)cc(OC)c1 (centres undefined)	12	-1
O=C1CC(c2ccccc2)CN1C(=O)c1ccccc1 (centres undefined)	-1	-9
O=C(O)C1C(C(=O)O)C(C(=O)O)C(C(=O)O)C(C(=O)O)C1C(=O)O (centres undefined)	.	-2
CCOC(=O)c1noc(Oc2ccc(Cl)cc2Cl)n1	-5	.
COc1cc(CN2CCCCC2c2nncn2CC2CC2)cc(OC)c1 (centres undefined)	-6	8

Exported bar-delimited: part of the list above
SMILES | Pf apPOL inh | mHTT-CaM PPI inh
COc1cc(NC(=O)CCN2CC(C)CC(C)C2)cc(OC)c1 (centres undefined) | 12 | -1
O=C1CC(c2ccccc2)CN1C(=O)c1ccccc1 (centres undefined) | -1 | -9
O=C(O)C1C(C(=O)O)C(C(=O)O)C(C(=O)O)C(C(=O)O)C1C(=O)O (centres undefined) | . | -2
CCOC(=O)c1noc(Oc2ccc(Cl)cc2Cl)n1 | -5 | .
COc1cc(CN2CCCCC2c2nncn2CC2CC2)cc(OC)c1 (centres undefined) | -6 | 8

Going on with the list:
SMILES	Pf apPOL inh	mHTT-CaM PPI inh
Cc1cc(C)n(CC(=O)N2CCCCC2)c1-c1nc(C2CC2)no1	0	5
Cc1ccc(C2=N/C(=C\c3ccc(Cl)cc3)C(=O)O2)cc1C	-4	-1
CCCC(=O)Nc1cc(-c2nc3cc(CC)ccc3o2)ccc1C	-5	23
O=[N+]([O-])c1cccc(CSc2nc3ccccc3[nH]2)c1	-2	2
CC(C)C(=O)Nc1ccc(S(=O)(=O)Nc2ccc3c(c2)C(=O)NCC3)cc1	7	-1
C=CCOc1ccc(C(=O)Nc2ccccn2)cc1	-5	-7
CCCNC(=O)CCC1CCN(c2cc(NC3CC3)ncn2)CC1	-4	1
COc1ccc(Cl)cc1S(=O)(=O)N1CCN(CC(=O)Nc2ccc(F)c(F)c2)CC1	-6	22
C=CCCN([C@@H](C)C(=O)OC)S(=O)(=O)c1ccccc1Br	0	-8
O=C(CC1(O)C(=O)Nc2ccc(Br)cc21)c1cccs1 (centres undefined)	-12	-4
CC1(C)C(C=C(Cl)Cl)C1C(=O)Nc1ccccc1 (centres undefined)	2	-40
O=C(Nc1ccc2c(c1)OCCO2)Nc1c[nH]c2ccccc12	2	20
Cc1cccc(NC(=O)Nc2nccn(-c3ccccc3)c2=O)c1	-3	5
CC(C)C(=O)N1CCN(c2nc3c(s2)CC(C(=O)Nc2ccc(F)c(F)c2)CC3)CC1 (centres undefined)	-7	5
COc1ccccc1NC(=O)c1cc(S(=O)(=O)NCc2ccccc2)ccc1F	-5	4
O=C(Cc1cccs1)Nc1ccc(-c2nc3ccccc3o2)cc1	0	6
Cc1cccc(-c2nc(C)c(C(=O)NC3CC3)s2)c1	-4	-4
O=C(c1ccncc1)N1CCN(Cc2cccc(Br)c2)CC1	6	-2
COc1ccc(-n2nc3c(c2NC(=O)c2ccccc2C(F)(F)F)CS(=O)C3)cc1 (centres undefined)	-2	-5
Cc1ccc(/C=C/C2=NC(=C\c3ccc([N+](=O)[O-])cc3)/C(=O)O2)cc1	-3	9
O=C(NCCc1ccccc1)N1CCC(c2cnn(-c3cccc(F)c3)c2)CC1	-3	-4
O=C(CC1CCCC1)NCCC(O)c1ccoc1 (centres undefined)	-2	-3
Clc1ccccc1-c1noc(-c2cccc(Br)c2)n1	-5	4
CN(C)c1ccc(C2C(C#N)=C(N)N(c3ccc(Br)cc3)C3=C2C(=O)CCC3)cc1 (centres undefined)	-1	100*
CCCc1ccc(NC(=S)OC)cc1	0	.
Cc1cc(C)c(NC(=O)CSc2cc(C(F)(F)F)cc(C(F)(F)F)c2)c(C)c1	-3	.
Cc1cc(C2CCCN2C(=O)c2ccccc2)no1 (centres undefined)	-2	1
COc1ccc(C=C2Oc3c(ccc(O)c3CN3CCCC(C)C3)C2=O)c(OC)c1OC (centres undefined)	-8	27
O=S(=O)(c1cccc(Cl)c1)N1CCC(c2noc(-c3ccccc3)n2)CC1	-2	0
CCOc1ccccc1NC(=O)C(C)Oc1ccccc1F (centres undefined)	0	-59
COc1ncccc1CNC(=O)NCc1ccc(F)cc1	-2	-2
O=S(=O)(NCCn1ccc2ccccc21)c1ccc(Br)cc1	-11	-4
CC(=O)N1CCN(c2nc3c(s2)CC(C(=O)N2CCN(CC(C)C)CC2)CC3)CC1 (centres undefined)	0	4
Cc1ccc(NC(=O)NC2CCN(c3ccccc3)C2=O)c(C)c1 (centres undefined)	1	-5
COc1cc(C)c(C)cc1S(=O)(=O)NCCCc1ccc(N(C)C)cc1	-8	57*
CC(=O)COc1ccc2c(C)c(-c3ccccc3)c(=O)oc2c1	-7	-1
Cc1ccc2[nH]c(SCC(=O)N3CCOCC3)nc2c1C	1	4
COc1ccccc1NC(=O)C1=C(C)Nc2nc3ccccc3n2C1c1cccs1 (centres undefined)	-2	21
Cc1nnc(NC(=O)Cc2ccc(Cl)cc2)s1	3	-8
Cc1cccc(C(=O)Nc2cccc(C(=O)Nc3nccs3)c2)c1	2	-2
CC(=O)c1ccc(NC(=O)CC2Sc3ccccc3NC2=O)cc1 (centres undefined)	-7	-15
Clc1ccc(OCCCN2CCOCC2)c(Br)c1	-18	-2
COc1ccc(C2CC(c3cccc(OC)c3OC)n3nnnc3N2)cc1 (centres undefined)	-2	5
O=C(CN1C2=NCCN2c2ccccc21)c1ccc(Br)cc1	-4	1
Cc1ccc(S(=O)(=O)N(CC(=O)N2CCC(C(N)=O)CC2)c2ccccc2F)cc1	-4	-1
COc1ccc(OC)c(N2C=C(C#N)S(=O)(=O)c3ccc(F)cc32)c1	0	-3
Clc1cccc(-c2nnc3cccc(Cl)n23)c1Cl	-1	6
CCCC(CCC)C(=O)NC1CC(=O)N(c2ccc3c(c2)OCCO3)C1 (centres undefined)	-6	-14
CN(C)c1ncncc1N1CCC(C(=O)NCc2ccc(N3CCOCC3)cc2)CC1	-7	4
O=C(COc1ccc(Cl)cc1)c1ccc(O)cc1O	-3	-1
O=C1c2ccccc2C(=O)N1CCC1=CCCCC1	-5&10&-2	-36&-80&-27
Cc1cccc(NC(=O)Cn2[nH]c3c(cnc4ccc(Cl)cc43)c2=O)c1	2	-2
COc1cc(/C=C2\SC(NC(C)=O)=NC2=O)cc(Br)c1OCc1ccccc1	1	10
O=C(NCCCO)/C(=C\c1ccc2c(c1)OCO2)NC(=O)c1ccccc1Cl	-6	1
O=C1c2ccccc2C(=O)N1CN1CCOCC1	-1	-19
COC(=O)c1sccc1S(=O)(=O)N1CC(c2nc3ccccc3[nH]2)C1	-9	-8
CN(C)S(=O)(=O)NCc1ccc2c(c1)OCO2	.	-6
O=C(Nc1ccc(F)cc1F)c1ccc(CN2CCc3ccccc3C2)cc1	0	-6
CN1CCc2c(sc3c2C(=O)NC(c2cc4c(cc2Cl)OCO4)N3)C1 (centres undefined)	5	1
NC1CC(=O)N(c2ccc3c(c2)OCO3)C1 (centres undefined)	-1	-5

Another view of 7 compounds above.
canonical_smiles | Pf apPOL inh | mHTT-CaM PPI inh
Cc1cccc(NC(=O)Cn2[nH]c3c(cnc4ccc(Cl)cc43)c2=O)c1 | 2 | -2
CN1CCc2c(sc3c2C(=O)NC(c2cc4c(cc2Cl)OCO4)N3)C1 (centres undefined) | 5 | 1
O=C1c2ccccc2C(=O)N1CCC1=CCCCC1 | -5&10&-2 | -36&-80&-27
O=C(COc1ccc(Cl)cc1)c1ccc(O)cc1O | -3 | -1
O=C1c2ccccc2C(=O)N1CN1CCOCC1 | -1 | -19
CN(C)S(=O)(=O)NCc1ccc2c(c1)OCO2 | . | -6
CN(C)c1ncncc1N1CCC(C(=O)NCc2ccc(N3CCOCC3)cc2)CC1 | -7 | 4

Further results
SMILES	Pf apPOL inh	mHTT-CaM PPI inh
Cc1ccc(-n2c(-c3ccc(-n4c(C)ccc4C)cc3)n[nH]c2=S)cc1	-1	.
Cc1ccccc1NC(=O)c1cc(-c2ccco2)nc2ccccc12	-3	18
Cc1ccc(C)c(C2C(C#N)=C(N)Oc3cc(N)ccc32)c1 (centres undefined)	-9	9
Cc1ccc(Nc2nccc(C3CCCN(C(=O)C4CCC4)C3)n2)cc1 (centres undefined)	-4	47
S=C(NCc1ccco1)Nc1cccnc1	3	.
Cc1nc(OCC(=O)Nc2cccc(F)c2)c2ccccc2n1	-2	-7
N=C1S/C(=C\c2ccc3c(c2)OCO3)C(=O)N1c1ccc(F)cc1	-6	13
Cc1nn(-c2ccc(C(=O)N3CCN(C)CC3)cc2)c2c1C(=O)CC(C)(C)C2	5	-1
CN1CCN(CCCNC(=O)c2cccc(N3CCNC(c4ccccc4)C3)n2)CC1 (centres undefined)	-5	-2
CCOC(=O)C1=C(N)n2c(s/c(=C/c3ccco3)c2=O)=C(C(=O)OCC)C1c1ccco1 (centres undefined)	.	4
Cc1cccc(CC(=O)N2CCCn3cc(-c4cccc(C#N)c4)nc32)c1	3	21
COc1cc(OC)c(OC)cc1C=C1Oc2cc(OS(=O)(=O)c3ccccc3)ccc2C1=O	-39	-18

Three entries from above, arranged by molecular weight, ascending:
SMILES	Pf apPOL inh	mHTT-CaM PPI inh
CCCNC(=O)CCC1CCN(c2cc(NC3CC3)ncn2)CC1	-4	1
COc1ccc(OC)c(N2C=C(C#N)S(=O)(=O)c3ccc(F)cc32)c1	0	-3
Cc1nn(-c2ccccc2)c2sc(C(=O)Nc3ccc(I)cc3)cc12	1	-5
